UHRF1 binding: human UHRF1 methylated DNA binding inhibitors; UHRF1 binding to methylated oligo, TR-FRET; inhibition, % at 4.4 µM; actives 0.75% (n = 370,000); AID 687016; in the data active means inhibition above about 21%;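 further: UHRF1 SRA domain binding a hemimethylated CpG hairpin DNA probe; 0% = median of test compound wells and 100% = reference inhibitor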
Target sequence (Q96T88 whole entry, looked up, the tested form may be a part): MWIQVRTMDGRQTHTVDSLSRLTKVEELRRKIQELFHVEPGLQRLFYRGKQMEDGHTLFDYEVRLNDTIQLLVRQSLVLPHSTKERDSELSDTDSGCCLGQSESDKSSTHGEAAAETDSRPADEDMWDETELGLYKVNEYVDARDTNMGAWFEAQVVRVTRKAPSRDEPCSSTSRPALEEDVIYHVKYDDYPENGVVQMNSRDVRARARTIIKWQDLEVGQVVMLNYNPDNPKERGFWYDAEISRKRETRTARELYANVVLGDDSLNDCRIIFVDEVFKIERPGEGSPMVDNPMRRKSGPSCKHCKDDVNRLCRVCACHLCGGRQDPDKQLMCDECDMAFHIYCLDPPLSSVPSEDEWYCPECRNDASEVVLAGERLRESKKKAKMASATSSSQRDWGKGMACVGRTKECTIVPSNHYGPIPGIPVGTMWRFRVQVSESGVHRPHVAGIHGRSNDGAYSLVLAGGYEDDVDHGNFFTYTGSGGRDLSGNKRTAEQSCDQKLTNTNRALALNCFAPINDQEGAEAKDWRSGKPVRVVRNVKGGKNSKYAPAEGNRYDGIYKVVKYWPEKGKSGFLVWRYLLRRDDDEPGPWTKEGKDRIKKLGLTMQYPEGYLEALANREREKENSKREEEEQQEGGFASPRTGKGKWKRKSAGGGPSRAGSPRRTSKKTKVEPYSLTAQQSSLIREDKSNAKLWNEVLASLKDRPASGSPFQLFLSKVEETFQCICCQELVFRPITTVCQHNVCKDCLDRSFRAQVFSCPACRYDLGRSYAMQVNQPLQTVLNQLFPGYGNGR
PRMT1 inh: inhibitors of human PRMT1 | Q99873 | recombinant PRMT1, activity-based probe fluorescence polarization | inhibition, % at 2.79 µM | actives 1.3% (n = 370,000);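 active means inhibition above about 21% made by adding two undisclosed values, limit read from the data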
SIAE inh: blocks human sialic acid acetylesterase; SIAE FP-Rh probe binding, fluorescence polarization; inhibition, % at 9.66 µM; actives 0.69% (n = 370,000); AID 1053197;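 active means inhibition above a cutoff: mean of compounds within the control limits plus 3 SD of those, cut at about 17% in these data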;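 further: 0% = plate median of compound wells and 100% = probe without SIAE protein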
proKLK7 act: activates the human kallikrein-7 zymogen; P49862; purified proKLK7, EDANS-DABCYL substrate fluorescence; 100% is mature enzyme control, 0% vehicle; activation, % at 7 µM; actives 0.9% (n = 370,000); AID 652039;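 active means activation above the mean of all tested compounds plus 3 SD, computed per campaign excluding outliers beyond control limits, cut at about 13% in these data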
Target sequence (P49862 whole entry, looked up): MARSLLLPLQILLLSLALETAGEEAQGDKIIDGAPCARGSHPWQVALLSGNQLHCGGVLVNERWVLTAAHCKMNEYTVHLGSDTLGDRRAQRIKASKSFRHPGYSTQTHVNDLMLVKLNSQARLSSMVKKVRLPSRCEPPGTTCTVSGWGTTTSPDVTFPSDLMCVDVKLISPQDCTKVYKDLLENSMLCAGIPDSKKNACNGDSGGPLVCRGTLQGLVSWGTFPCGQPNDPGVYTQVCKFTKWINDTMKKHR
MBD2 DNA inh: inhibitors of human MBD2 binding to methylated oligonucleotide | actives 0.31% (n = 370,000) | Q9UBB5 | inhibition, % at 4.4 µM | TR-FRET; in the data active means inhibition above about 13%
TCR-CD3 inh: blocks the human TCR-CD3 interaction; actives 0.37% (n = 360,000); inhibition, % at 9.4 µM; AID 651800; TAMRA-labeled TCR probe fluorescence, biochemical; in the data active means inhibition above about 19%;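 further: recombinant mutant TCR 2C K166C tagged with TAMRA read by polarization; 0% = receptor in buffer alone and 100% = receptor with positive control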
LEDGF integ inh: blocks HIV-1 LEDGF/p75-dependent DNA integration; TR-FRET IN-LEDGF/p75 DNA integration, Eu/Cy5; inhibition, % at 3.7 µM; actives 0.64% (n = 370,000); AID 743269;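 active means inhibition above the screen-wide mean plus 3 SD, cut at about 13% in these data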;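 further: signal is the Cy5 over europium emission ratio at 671 and 618 nm; 0% = plate median of compound wells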
Tn6 DDE FP: DD(E)-Tn6 binding inhibition, primary FP screen | P02675 | Fibrin DD(E) TRITC-Tn6 fluorescence polarization displacement | inhibition, % at 8.3 µM | actives 0.21% (n = 370,000);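 active means inhibition above a per-campaign cutoff: mean of compounds within control limits plus 3 SD, cut at about 15% in these data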;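 further: 0% = median of all compound wells on the plate and 100% = blocking peptide control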
TDP2 inh: blocks human TDP2 phosphodiesterase activity | O95551 | recombinant TDP2, T5PNP hydrolysis, p-nitrophenol absorbance 415 nm | inhibition, % at 12.8 µM | actives 0.34% (n = 370,000) | AID 720702;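 active means inhibition above the mean of all tested compounds plus 3 SD, set per campaign, cut at about 25% in these data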;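 further: 0% = DMSO with enzyme and 100% = buffer with substrate but no TDP2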
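Read-out basis: percent inhibition. System: recombinant human TDP2. Buffer or medium: Mg2+-containing Tris-HCl buffer, pH 7.5. Repeats: single replicate. Timing: reaction 2 h, 37 °C. Benchmarks: high control without enzyme, low control DMSO plus TDP2. Probe or stimulus: 5 mM T5PNP. Doses: 12.8 µM only. Measured by: epi absorbance of p-nitrophenol freed from T5PNP by hydrolysis.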
Tn7 DDE FP: disrupts Tn7 cyclic peptide binding to fibrin D-Dimer-E complex; P02675; FP displacement of FITC-Tn7 peptide from fibrin DD(E); 0% = median of compound wells per plate; inhibition, % at 8.3 µM; actives 0.13% (n = 370,000); AID 720508;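 active means inhibition above the mean of compounds falling within the control limits plus 3 SD of them, cut at about 14% in these data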;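 further: 0% = plate median of compound wells and 100% = 10 µM Aha-Tn7 peptide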
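Assay system: Fibrin-DD(E) protein isolated from polymerized human fibrin clots; read-out basis: percent inhibition; medium: Tris/NaCl/CaCl2 buffer, pH 7.8; signal: FP measurement; incubation: 10 min plus 3 h, room temperature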
The depositor's hits bear a star; & = joins results of further samples.

SMILES | UHRF1 binding | PRMT1 inh | SIAE inh | proKLK7 act | MBD2 DNA inh | TCR-CD3 inh | LEDGF integ inh | Tn6 DDE FP | TDP2 inh | Tn7 DDE FP
C=CCN1C(=O)C(O)(CC(=O)c2ccc(N)cc2)c2ccccc21 (stereo not given) | -1 | -3 | 0 | 0.3 | -5 | -9 | 6 | -1 | 8 | -3
Cc1cc(C)c2oc(=O)cc(CN3CCOCC3)c2c1 | 2 | -3 | 6 | 0.6 | 1 | 5 | 0 | -3 | 5 | -2
COc1ccc(CCN2C(=O)COc3ccccc3C2C(=O)Nc2c(C)cccc2C)cc1OC (stereo not given) | 6 | -6 | -1 | -0.2 | 6 | 7 | 0 | -6 | 2 | 1
Cc1noc(C)c1CSCc1ccc(Cl)cc1 | -1 | -6 | -3 | 0.2 | -4 | 1 | 5 | -10 | -5 | -7
CCOc1ccc(S(=O)(=O)N(C(=O)c2ccco2)c2cc3sc(=O)oc3c3ccccc23)cc1 | 6 | 93* | 18* | 0.1 | 4 | 1 | -1 | -22 | 1 | 3
Cc1ccc(N(CC(=O)NC2CCCC2)C(=O)CCC(=O)Nc2nc(C)cs2)cc1 | 3 | 6 | -5 | 0.3 | 2 | -3 | -1 | -11 | -15 | 0
COc1cc(/C=N\NC(=O)c2ccc(C)nc2)ccc1OC(=O)c1ccco1 | -3 | 1 | 0 | 0.2 | -7 | 3 | -4 | 0 | -6 | 10
S=C1SC2(CCCCCC2)NC2=C1CCCCC2 | 1 | 7 | 15 | -0.9 | 7 | -4 | -3 | -7 | 1 | -3
O=C(C1CCCO1)N1CCN(S(=O)(=O)c2cc(C(F)(F)F)ccc2Cl)CC1 (stereo not given) | -1 | 3 | 2 | -0.2 | 1 | 2 | 3 | 6 | -3 | 3
CC(=O)Nc1ccccc1-c1ccc(C)o1 | -2 | -1 | 1 | 0.7 | 19* | -3 | 1 | 6 | 8 | -3
Cc1ccc(S(=O)(=O)N(CC(=O)N/N=C/c2cccc(C)c2)c2cccc3cccnc23)cc1 | 5 | 2 | 2 | 0.1 | -1 | 0 | 1 | 3 | -5 | 0
CC(C)CCNC(=O)c1ccc(Cl)c(NC(=O)Cc2ccccc2)c1 | -1 | 0 | 0 | 0.1 | -1 | -1 | 3 | 6 | -2 | 2
N#Cc1ccc(C23CC4(C2)[C@H](CN(CC2CCCCC2)[C@@H]4c2ccccc2)C3c2ccc(C(F)(F)F)cc2)cc1 (stereo not given in full) | -2 | -5 | -4 | 0.1 | -5 | -3 | -3 | -1 | -11 | -5
O=[N+]([O-])c1ccc(N2CCN(c3nc(-c4ccc(Cl)cc4)cs3)CC2)cc1 | 4 | 2 | -1 | 0.2 | 10 | -2 | -3 | -7 | -8 | 9
COc1ccc(OC)c2sc(NC(=O)C3COc4ccccc4O3)nc12 (stereo not given) | 0 | -2 | 11 | -0.5 | -6 | -7 | 7 | -8 | -5 | 4
CCOc1ccccc1NC(=O)COC(=O)Cc1ccsc1 | -2 | -4 | 10 | -0.1 | -2 | 7 | 2 | 1 | -4 | 2
COc1cc2c(C#N)c(N3CCCC3)nc(N)c2c(N)n1 | -17&-3 | 7&7 | -1&-5 | -1.9&11 | -11&-6 | 5&-6 | -1&-1 | 9&-4 | 11&2 | 1&-1
NS(=O)(=O)c1ccc(CCNC(=O)Cc2ccccc2[N+](=O)[O-])cc1 | 0 | -1 | -1 | -0.2 | -1 | -3 | 8 | -1 | -9 | -4
CCCCN(CCCNC(=O)c1ccc(CS(=O)(=O)c2ccc(OC)cc2)o1)Cc1ccccc1 | 11 | -1 | 5 | 0.0 | -5 | 3 | 1 | 4 | 9 | 3
COc1ccccc1C1=NOC(COC(=O)c2ccc3ccccc3n2)C1 (stereo not given) | 2 | 1 | 0 | 0.1 | -5 | -5 | -3 | 1 | -3 | 2
CC(C)CC(c1nnnn1Cc1ccco1)N1CCN(c2cccc(Cl)c2)CC1 (stereo not given) | -1 | 0 | 7 | 0.0 | 1 | 0 | -3 | 5 | -15 | 5
Cc1cc(N2CCOCC2)nc(SCC(=O)c2ccccc2)n1 | -1 | 3 | 0 | -0.9 | 2 | -2 | -1 | -3 | -1 | -6
CC1CCc2sc3ncnc(N4CCN(C)CC4)c3c2C1 (stereo not given) | 0 | 1 | -6 | -0.2 | -3 | -1 | -2 | 0 | -10 | -1
CC(=O)c1ccc(N2CCN(C(=O)CCS(=O)(=O)c3ccc4c(c3)NC(=O)CS4)CC2)cc1 | -2 | -6 | 5 | 0.5 | -4 | 5 | 1 | -3 | -5 | 1
O=C1N=C(N2CCOCC2)S/C1=C/c1ccc(-c2ccc(F)cc2)o1 | -2 | 2 | 3 | 0.5 | 1 | 5 | 1 | 8 | 6 | 0
O=S(=O)(c1ccc(Cl)cc1)c1cnc(-c2cccnc2)nc1-c1ccccc1 | 0 | 0 | -2 | 0.0 | -1 | 0 | -2 | -6 | -3 | -4
Cc1ccc2c(NC(=S)NC(=O)c3ccccc3)cccc2n1 | -1 | 5 | -4 | 0.9 | 6 | 3 | 1 | -2 | -8 | 6
Cc1ccc(S(=O)(=O)NCc2ccccn2)cc1C | 23* | -1 | 1 | -0.5 | 3 | 6 | 0 | 0 | 4 | -2
COc1ccc(C(=O)NN2C(=S)N(c3ccc(OC)cc3)C(=O)C2CC(N)=O)cc1 (stereo not given) | -1 | -3 | 9 | 0.2 | 2 | 6 | 0 | 6 | 11 | 2
COc1ccccc1CNC(=O)/C=C/c1ccc(S(=O)(=O)N2CCOCC2)cc1 | 2 | 1 | -3 | -0.3 | 1 | 7 | 0 | 4 | 19 | -2

3 consecutive entries out of the list so far, quoted:
SMILES | UHRF1 binding | PRMT1 inh | SIAE inh | proKLK7 act | MBD2 DNA inh | TCR-CD3 inh | LEDGF integ inh | Tn6 DDE FP | TDP2 inh | Tn7 DDE FP
Cc1ccc(S(=O)(=O)NCc2ccccn2)cc1C | 23* | -1 | 1 | -0.5 | 3 | 6 | 0 | 0 | 4 | -2
COc1ccc(C(=O)NN2C(=S)N(c3ccc(OC)cc3)C(=O)C2CC(N)=O)cc1 (stereo not given) | -1 | -3 | 9 | 0.2 | 2 | 6 | 0 | 6 | 11 | 2
COc1ccccc1CNC(=O)/C=C/c1ccc(S(=O)(=O)N2CCOCC2)cc1 | 2 | 1 | -3 | -0.3 | 1 | 7 | 0 | 4 | 19 | -2

Other results
SMILES | UHRF1 binding | PRMT1 inh | SIAE inh | proKLK7 act | MBD2 DNA inh | TCR-CD3 inh | LEDGF integ inh | Tn6 DDE FP | TDP2 inh | Tn7 DDE FP
CCOCCCNC(=O)c1ccc2c(c1)ncn2-c1ccccc1OC | 0 | 1 | 6 | 0.7 | 0 | -1 | 2 | -2 | 12 | 1
CCOc1[nH]n(-c2ccc(Cl)cc2)c(=O)c1C=NCc1cccnc1 | -2 | 0 | -6 | -0.2 | 4 | -8 | 0 | -5 | 5 | -6
COc1ccc(N2CCN(C(=O)COC(=O)CCOc3ccc(C(C)(C)C)cc3)CC2)cc1 | 2 | 2 | 5 | -0.1 | -5 | -3 | 1 | -5 | 10 | 2
Cc1c(Cl)cccc1NC(=O)NCCCN1CCCC1=O | 2 | 3 | 4 | -0.6 | 4 | -2 | -8 | -5 | -3 | 1
O=c1c2ccccc2nc(-c2ccco2)n1CCCn1ccnc1 | 0 | 1 | -4 | -0.5 | 1 | 1 | 1 | 4 | 10 | -10
COc1ccc2c(c1)CCC(C)N2S(=O)(=O)c1ccc(C2CNC(=O)C2)cc1 (stereo not given) | 1 | 0 | 6 | 0.1 | -1 | 4 | -4 | 4 | -1 | -7
Cc1ccc(-c2nn(CC(=O)NC(C)c3ccccc3)c(=O)c3ccccc23)cc1 (stereo not given) | -3 | 0 | -11 | -0.2 | -1 | 2 | 0 | -3 | 1 | 0
CCOc1ccc(Nc2oc(-c3ccc(Cl)cc3)nc2C#N)cc1 | 0 | 2 | -1 | 0.0 | 5 | -3 | 0 | -2 | 7 | -1
CCCCCC(=O)Nc1ccc(N2CCN(CC)CC2)c(Cl)c1 | 5 | 0 | -1 | 0.1 | 2 | 4 | 2 | 2 | -3 | 2
C=C1CCC2C(C)(C)[C@@H](O)CC[C@@]2(C)[C@@H]1COc1ccc2ccc(=O)oc2c1 (stereo not given in full) | 6 | 4 | -6 | -3.4 | 1 | 0 | 0 | -11 | -15 | 0
O=C1C(Cc2ccc(O)cc2)NC(=S)N1Cc1ccccc1 (stereo not given) | -3 | -2 | 3 | 0.3 | 3 | 26* | 0 | -6 | 4 | 3
CCCCN(C(=O)c1cc2c(s1)CCCC2)c1c(N)n(CCC)c(=O)[nH]c1=O | 1 | -3 | 1 | -1.3 | -1 | -5 | 3 | 2 | -6 | -1
OC[C@@H]1CN(Cc2ccc(-c3ccccc3)cc2)C[C@H](n2cnc3c(Nc4ccccc4)ncnc32)O1 | 1 | -2 | -26 | -1.2 | -1 | -6 | 2 | -1 | 10 | -16
CCOC(=O)N1CCN(c2ccc(F)cc2[N+](=O)[O-])CC1 | 0 | 1 | 3 | -0.1 | -5 | -9 | -1 | -2 | -4 | 1
Cn1c(SCC(=O)NC2CCCC2)nc2cccnc21 | 6 | 1 | 1 | 0.0 | 5 | 4 | 3 | -4 | 3 | 2
O=C(Nc1ccc2ccccc2c1)N1CCCN(CCOc2ccccc2)CC1 | 0 | 4 | 8 | -2.7 | 4 | -1 | -5 | 5 | -8 | 8
CCC1C2CN(C(C)=O)CC=C2C(C#N)=C(N)C1(C#N)C#N (stereo not given) | -6 | 5 | 0 | 12 | -5 | 2 | -3 | -4 | 0 | 1
COCCNC(=O)C1(C)CCCN(C(=O)c2ccccc2)C1 (stereo not given) | 4 | -2 | 8 | -0.6 | 2 | -7 | -2 | 4 | 8 | 7
CCC(OC(=O)c1nsc(Cl)c1Cl)C(=O)NCc1ccco1 (stereo not given) | -1 | -2 | 2 | 0.4 | -9 | 3 | -4 | 0 | 0 | 4
C=Cc1ccc(Cn2c(C)c(C(=O)NCc3ccc4c(c3)OCCO4)sc2=O)cc1 | 2 | -1 | -9 | 0.9 | -1 | -1 | 1 | -2 | 7 | -5
O=C1CCCC(=O)N1c1ccc(N2CCOCC2)c([N+](=O)[O-])c1 | -3 | -2 | -5 | 0.3 | -2 | -3 | 0 | 2 | 8 | -1
C=C1CCN([C@@H](Cc2ccccc2)C(=O)O)S(=O)(=O)c2ccccc21 | 3 | 2 | -5 | 0.1 | 3 | -7 | -3 | 7 | 5 | 6
O=C(Nc1nnc(S(=O)(=O)N2CCCCCC2)s1)c1cccc(Br)c1 | 0 | -1 | -14 | 0.4 | -5 | 6 | 0 | 10 | 3 | 6
COc1cc(/C=C2\SC(=S)N(CCC(=O)N3CCN(C)CC3)C2=O)cc(OC)c1OC | -3 | 3 | -7 | 0.6 | 4 | -15 | -1 | -10 | -4 | -1

Reprinted at random: two entries already listed.
SMILES | UHRF1 binding | PRMT1 inh | SIAE inh | proKLK7 act | MBD2 DNA inh | TCR-CD3 inh | LEDGF integ inh | Tn6 DDE FP | TDP2 inh | Tn7 DDE FP
O=C1CCCC(=O)N1c1ccc(N2CCOCC2)c([N+](=O)[O-])c1 | -3 | -2 | -5 | 0.3 | -2 | -3 | 0 | 2 | 8 | -1
C=C1CCN([C@@H](Cc2ccccc2)C(=O)O)S(=O)(=O)c2ccccc21 | 3 | 2 | -5 | 0.1 | 3 | -7 | -3 | 7 | 5 | 6
